# Screens from PubChem.
# ERAP1 inh = ERAP1 (human) enzyme inhibition; Q9NZ08; recombinant ERAP1, Leu-AMC fluorescence, 60 min; inhibition, % at 10.7 µM; actives 0.15% (n = 340,000);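 active means mean replicate inhibition of at least 30%, or all replicates individually reaching that 30% level; inactive means mean below 30% and not every replicate reaching it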;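 further: 0% = neutral control wells and 100% = L-leucinethiol positive control wells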
# esBAF inh = SWI/SNF esBAF complex inhibition; actives 2% (n = 350,000); mouse ES cells, Bmi1-luciferase knock-in reporter, 24 h; 100% = twice the neutral-well signal; reporter increase, % at 12.5 µM; in the data active means activation above about 40%; inconclusive means no clear call, values can overlap the other calls;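 further: 0% = median of the plate's neutral control wells and 100% = double that signal; a rise in the Bmi1 reporter signal indicates esBAF inhibition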
# Xi reactivation = X-chromosome reactivation activator; XiGFP mouse fibroblasts, % GFP-positive cells imaging, 3 d; cells co-treated with 5-aza-dC sensitizer; scaled so ellipticine positive control = 100%; activation, % at 7.58 µM; actives 0.055% (n = 360,000);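 active means mean normalized replicate activation at least 10% and every replicate at or above 10%; inconclusive means only one of the two criteria met; inactive means mean below 10% and not all replicates reach 10%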;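 further: 0% = median of on-plate neutral control wells and 100% = ellipticine 6 µM median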
#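 Schedule: 3 d treatment, 15 min room-temperature fixation; system: 68-5-11 XiGFP fibroblast line; buffer or medium: DMEM plus 5-aza-dC sensitizer; control set: ellipticine 6 µM positive control; compound: one concentration, pinned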
# E-sel inducer = induces E-selectin expression in human endothelial cells. P16581. HUVEC E-selectin immunofluorescence imaging; normalized: neutral wells 0, TNF-alpha wells 100. activation, % at 7.58 µM. actives 0.37% (n = 260,000). AID 686992;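 active means mean E-selectin-positive cell signal at least 10% of the positive control, reached in at least 60% of replicates, without over 20% cell loss; inconclusive means no rule given, readout overlaps actives, possibly toxicity-flagged; inactive means the rest, including those meeting only one limit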;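 further: in these data hits start at about 27%; measured in HUVEC primary endothelial cells; signal is the percent of cells scored E-selectin positive by PE staining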
# Target sequence (P16581 whole entry, looked up): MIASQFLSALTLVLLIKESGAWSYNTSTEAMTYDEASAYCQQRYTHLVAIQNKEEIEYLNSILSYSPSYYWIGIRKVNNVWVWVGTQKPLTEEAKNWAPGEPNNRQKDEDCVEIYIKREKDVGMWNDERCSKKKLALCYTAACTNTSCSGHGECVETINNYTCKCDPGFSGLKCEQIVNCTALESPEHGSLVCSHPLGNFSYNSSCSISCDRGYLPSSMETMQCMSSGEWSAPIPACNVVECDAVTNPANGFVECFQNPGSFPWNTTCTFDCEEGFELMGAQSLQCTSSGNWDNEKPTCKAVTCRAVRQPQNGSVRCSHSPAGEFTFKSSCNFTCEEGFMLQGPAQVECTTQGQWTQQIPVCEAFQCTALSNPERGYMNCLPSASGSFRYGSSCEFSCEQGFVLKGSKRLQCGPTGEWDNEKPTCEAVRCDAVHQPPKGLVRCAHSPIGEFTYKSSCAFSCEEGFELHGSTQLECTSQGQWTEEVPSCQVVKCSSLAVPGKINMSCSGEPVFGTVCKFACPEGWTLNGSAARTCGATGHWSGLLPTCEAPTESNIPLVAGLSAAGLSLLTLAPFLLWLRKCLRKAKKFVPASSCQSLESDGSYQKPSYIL
#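 Read-out: % PE-positive cells | Test system: HUVEC | Doses: One compound dose added by pin transfer | Buffer or medium: EGM-2 over gelatin coat | Signal: Immunofluorescence imaging | Benchmarks: TNF-alpha, DMSO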
# RAD54 inh = inhibitors of human RAD54 branch migration | Q92698 | RAD54 Holliday junction branch migration, FAM/BHQ fluorescence | inhibition, % at 10.4 µM | actives 0.14% (n = 360,000) | AID 602329;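 active means mean normalized replicate activity at least 40 and at least half of replicates scoring 40 or more; inconclusive means only one of the two criteria met; inactive means mean below 40 and under half of replicates reaching 40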;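 further: 0% = median of neutral control wells and 100% = median of positive control wells; inhibitors cause a drop in the FAM fluorescence signal; in these data hits start at about 50%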
# RAD52 inh = blocks human RAD52 DNA annealing; recombinant RAD52 DNA annealing, FRET fluorescence; P43351; actives 0.46% (n = 360,000); inhibition, % at 18.7 µM;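 active means every replicate showing at least 50% inhibition; inconclusive means mean inhibition at least 50% but not in every replicate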
# Target sequence (P43351 whole entry, looked up): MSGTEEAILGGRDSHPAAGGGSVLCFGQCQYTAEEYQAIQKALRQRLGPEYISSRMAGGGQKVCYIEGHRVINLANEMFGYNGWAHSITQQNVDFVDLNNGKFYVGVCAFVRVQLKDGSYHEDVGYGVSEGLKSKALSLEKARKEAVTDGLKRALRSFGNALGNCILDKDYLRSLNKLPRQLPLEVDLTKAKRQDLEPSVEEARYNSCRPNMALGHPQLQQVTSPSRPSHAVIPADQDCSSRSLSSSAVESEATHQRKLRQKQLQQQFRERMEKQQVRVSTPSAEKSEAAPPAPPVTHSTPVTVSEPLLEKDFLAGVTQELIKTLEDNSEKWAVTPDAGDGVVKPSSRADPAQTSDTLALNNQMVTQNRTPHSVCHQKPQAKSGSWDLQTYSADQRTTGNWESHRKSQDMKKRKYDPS
# S100A4 MyoIIA = inhibitors of human S100A4 binding to myosin IIA peptide | P26447 | S100A4/TAMRA-MyoIIA peptide fluorescence polarization | inhibition, % at 10.7 µM | actives 0.14% (n = 360,000) | AID 652163;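 active means mean inhibition of at least 70% across replicates, with every replicate also reaching that level; inconclusive means mean inhibition reaches 70% but some replicates fall short; inactive means mean inhibition below 70%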
#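 Assay system: human S100A4 monomer with TAMRA-labelled myosin IIA peptide / Buffer or medium: Calcium-containing HEPES buffer, pH 7.2 / Reagent: TAMRA-labelled myosin IIA heavy-chain peptide probe, 5 nM / Compound: one dose per compound / Timing: polarization read 5 min after assay mix addition, stable 5–60 min / Benchmarks: neutral control DMSO, positive control TFP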
# ERp5 block = ERp5 (human) disulfide isomerase inhibition. actives 0.05% (n = 350,000). AID 651711. ERp5 insulin aggregation, absorbance 650 nm, 90 min. inhibition, % at 9.99 µM. Q15084;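 active means mean replicate inhibition above about 25%, with every replicate also reaching it, limit read from the data, passing the limit was not always enough; inconclusive means only one of those two criteria met; inactive means neither criterion met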
# Starred values were filed as active, the others as inactive; u = inconclusive; x = not tested or not shown; & = joins results of further samples.
SMILES,ERAP1 inh,esBAF inh,Xi reactivation,E-sel inducer,RAD54 inh,RAD52 inh,S100A4 MyoIIA,ERp5 block
O=C(Nc1cccc(Cl)c1)N(CCN1CCOCC1)Cc1cccc(Cl)c1,-2,11,x,x,9,-15,6,-1
Cc1ccc(CNC(=O)CCn2c(=O)oc3ccccc32)cc1,-1,x,0.0,-0.2,3,-3,5,2
CC1Cc2ccccc2N1C(=O)c1cnc2n(c1=O)CCS2 (configuration not stated),1,-3,-0.1,x,-4,-7,2,9
COCc1cc(SC2CCCCC2)nc(C)n1,-1,x,-0.1,x,x,6,-3,-2
COc1cc(C(=O)NCc2nnc(SCC(=O)Nc3ccc4c(c3)OCO4)o2)cc(OC)c1OC,2,x,0.0,x,x,-8,11,0
Cc1cc(C)c2cc(C(=O)N3CCc4ccccc4C3)[nH]c2c1,3,6,-0.1,12,6,-6,-2,-2
O=C(NCCOc1ccccc1)c1ccccc1SCC(=O)N1CCCC1,7,-5,0.1,x,1,8,-1,-8
CC1CCN(C(=O)CSCC(=O)Nc2nc(-c3cccs3)cs2)CC1,1,14,0.0,0.1,7,-37,12,3
CCOc1ccc(Cc2c(O)nc(SC)[nH]c2=O)cc1,-1,-2,-0.1,1.7,4,-18,-3,-1
CC(C)Oc1ccc(C(=O)Nc2cccc(S(=O)(=O)N3CCCC3)c2)cc1,1,x,0.0,x,1,12,1,3
COc1ccc(CN2CCN(Cc3ccco3)CC2)c(OC)c1,-2,2,0.0,x,0,-15,-6,3
COc1ccc(C(=O)Nc2ccccc2NC(=O)c2ccc(OC)cc2)cc1,x,1,0.0,x,0,-10,4,7
OC(COc1ccc(CNCCc2ccccc2F)cc1)CN1CCCCC1 (configuration not stated),-1,x,-0.1,-2.5,x,12,-27,7
CCN(CC)c1ccc2c(Nc3ccccc3)c(C=O)c(=O)oc2c1,-3,5,1.1,1.0,-6,-42,11,-7
COc1ccc(-c2c[nH]c(=O)[nH]c2=O)cc1OC,1,-7,0.2,x,-3,-14,1,3
CCOC(=O)c1[nH]c(=S)n(-c2ccccc2)c1C(=O)OCC,17,-15,-0.1,-0.3,1,-7,-5,3
CN1CCN(c2cnn(-c3ccccc3)c(=O)c2Br)CC1,0,5,0.1,x,-13,-10,-2,3
Cc1ccc(S(=O)(=O)NC(=O)ON=Cc2ccc3c(c2)OCO3)cc1,1,x,0.2,-0.1,x,-3,0,8
C[C@@H]1CN([C@H](C)CO)C(=O)c2cc(NS(C)(=O)=O)ccc2O[C@@H]1CN(C)Cc1ccccc1,-1,-1,0.6,-0.2,-7,21,3,2
C[C@@H]1CCCCO[C@@H](CN(C)S(=O)(=O)c2ccccc2)[C@@H](C)CN([C@@H](C)CO)C(=O)c2cc(NC(=O)CCC(F)(F)F)ccc2O1,-2,8,-1.2,-0.2,-1,0,1,-2
O=C1c2ccccc2C(=O)N1CCn1ccnc1,3,0,0.0,x,-18,-14,3,-6
CCn1nc(NS(=O)(=O)c2ccc([N+](=O)[O-])cc2)c2cc3ccccc3nc21,0,-6,0.0,x,10,-4,0,-1
COc1cccc(-c2csc(N3CCN(CC(=O)NNC(=O)c4ccc(Br)cc4)CC3)n2)c1,2,9,x,x,-1,-42,2,0
O=C(c1[nH]c(C(F)(F)F)nc1-c1ccccc1)N1CCc2ccccc2C1,-1,-1,0.0,-1.7,-7,-10,-4,1
CC(C)CN(C(=O)COC(=O)c1cncc(Br)c1)c1c(N)n(Cc2ccccc2)c(=O)[nH]c1=O,6,-7,0.0,0.1,4,-17,-1,-5
COc1ccccc1NC(=O)CSc1nnc(COc2ccc(Cl)cc2)o1,1,-12,0.0,x,6,-13,6,-8
Cc1ccc(CN(CC(=O)NCCc2ccccc2)C(=O)c2csnn2)cc1,-1,-3,0.2,x,-2,-2,-5,5
COc1ccccc1OCc1nnc(SCC(N)=O)n1-c1ccccc1,-3,15,0.0,x,2,4,0,0
CN(C)c1ccc(CNc2ncnc3sccc23)cc1,-1,-15,-0.1,x,-7,-19,0,-1
O=C(CN(C(=O)Cn1nnc(-c2ccc(F)cc2)n1)c1cccc(F)c1)NC1CCCC1,1,3,0.1,0.0,9,7,-2,0

# 3 entries already listed, sorted by the value under ERAP1 inh, high to low:
Molecule | ERAP1 inh | esBAF inh | RAD52 inh | S100A4 MyoIIA | ERp5 block
O=C1c2ccccc2C(=O)N1CCn1ccnc1 | 3 | 0 | -14 | 3 | -6
O=C(CN(C(=O)Cn1nnc(-c2ccc(F)cc2)n1)c1cccc(F)c1)NC1CCCC1 | 1 | 3 | 7 | -2 | 0
Cc1ccc(CN(CC(=O)NCCc2ccccc2)C(=O)c2csnn2)cc1 | -1 | -3 | -2 | -5 | 5

# Later entries:
SMILES,ERAP1 inh,esBAF inh,Xi reactivation,E-sel inducer,RAD54 inh,RAD52 inh,S100A4 MyoIIA,ERp5 block
C[C@@H]1CN([C@H](C)CO)C(=O)Cc2cc(NC(=O)c3ccncc3)ccc2O[C@@H]1CN(C)C(=O)Nc1cccc2ccccc12,-4,4,-0.1,0.0,-5,14,-10,1
CN1/C(=C\C(=S)NC(=O)c2ccccc2Cl)C(C)(C)c2ccccc21,-1,x,-0.1,4.6,-1,-29,-56,-4
Cc1ccc(NC(=O)Cc2nc(COC(=O)Cc3cccc(C(F)(F)F)c3)cs2)cc1,-2,x,0.3,0.0,11,-19,-3,12
COc1cc(CNCc2ccco2)cc(OC)c1O,-3,7,0.0,-0.4,-1,-5,-2,4
Cc1ccc(S(=O)(=O)N2CCC(C(=O)N3CCc4ccccc43)CC2)cc1,2,3,-0.1,-0.6,2,4,-2,-1
COc1ccccc1CNC(=O)C1CCN(S(=O)(=O)c2cccc3nonc23)CC1,4,4,0.3,0.1,10,-13,-5,3
COC(=O)CN1C(=O)C(O)(CC(=O)c2ccc(Br)cc2)c2ccccc21 (configuration not stated),x,-2,2.2,x,-7,-8,6,-2
CCSc1nc(-c2ccccc2)c(-c2ccccc2)n1CC(O)CO (configuration not stated),-4,x,0.0,x,x,-7,-4,1
C/C(=N\Nc1ncc(Cl)cc1Cl)c1ccc(N2CCOCC2)cc1,6,x,0.4,-0.1,x,-14,-5,6
O=C(NCCC1=CCCCC1)c1cc(-c2ccncc2)nc2ccccc12,1,-8,0.2,x,-6,8,1,-5
C[C@H](CO)N1C[C@H](C)[C@@H](CN(C)CC2CCCCC2)Oc2ccc(NC(=O)NC3CCCCC3)cc2C1=O,4,-13,-1.0,x,1,1,-7,2
COc1ccc(CCNC(=O)CSc2ccccn2)cc1,2,-2,0.1,-0.5,-2,-13,1,-3
O=C(O)C1C2C=CC3(CN(Cc4ccco4)C(=O)C13)O2 (configuration not stated),-2,-4,0.1,0.9,12,-11,u,-6
COc1cc(C(C)=O)ccc1OCC(=O)OC(C)C(=O)c1ccc(F)cc1 (configuration not stated),-1,-5,0.1,x,-17,-13,1,-1
CC(C)C#Cc1ccc([C@H]2[C@H](CO)N3CCCCN(C(=O)NC(C)C)C[C@@H]23)cc1,0,x,0.0,-0.3,0,0,4,0
Cn1c(=O)c2c(ncn2CCOC(=O)C(C)(C)Oc2ccc(Cl)cc2)n(C)c1=O,1,-1,0.0,4.3,9,-9,-3,5
COC(=O)C1CCN(C(=O)C2CCN(C(=O)[C@H](C)NS(=O)(=O)c3ccc(C)cc3)CC2)CC1,x,0,x,x,9,-14,5,-9
COc1ccccc1NC(=O)N[C@H]1C=C[C@@H](CC(=O)N2CCC(Cc3ccccc3)CC2)O[C@@H]1CO,6,13,-0.3,-0.2,-10,4,7,1
C[C@H]1CN([C@@H](C)CO)C(=O)Cc2cc(NC(=O)Cn3cnnn3)ccc2O[C@@H]1CN(C)CC1CC1,2,8,0.1,-0.2,-4,1,5,4
CCn1nc(C)c(NC(=O)c2ccc(Br)o2)c1C,0,x,0.0,x,3,-16,2,-5
O=C(CN1C(=O)S/C(=C\c2ccccc2)C1=O)NC1CCS(=O)(=O)C1 (configuration not stated),-6,2,0.1,x,3,-27,-9,5
O=S(=O)(Nc1ccc(Cl)cn1)c1cccs1,-3,-4,0.1,x,-28,5,-1,3
S=C(NCC1CCCO1)NC12CC3CC(CC(C3)C1)C2 (configuration not stated),0,x,0.2,x,x,-9,-2,5
Cc1ccc(OCC(=O)NNC(=O)c2cccnc2)cc1C,-8,x,0.0,-0.3,x,-12,21,5
CCOC(=O)C1=C(C)NC(C)=C(C(=O)OCC)C1C(=O)OCC(=O)N1CCCCC1CC (configuration not stated),12,-6&-1,0.0,-0.1,14&-5,-12,0,-11
CC(C)NC(=O)N(C)C[C@@H]1Oc2ccc(NC(=O)C3CCCCC3)cc2CC(=O)N([C@H](C)CO)C[C@H]1C,-2,1,0.2,-0.1,5,-6,-4,5
CC(C)Nc1nc(NC(C)C)nc(SCCOC(=O)Nc2ccc(Cl)cc2Cl)n1,1,x,0.0,x,x,-9,1,1
CCOC(=O)CNc1nc(Cl)c(C#N)s1,0,x,0.2,1.9,-13,-21,1,-6
Cc1ccc(S(=O)(=O)N(C)C[C@@H]2Oc3c(NC(=O)Nc4c(C)noc4C)cccc3C(=O)N([C@H](C)CO)C[C@H]2C)cc1,-2,-1,-0.5,-0.1,-2,1,5,-4
CC1CCCC(NCC(O)COC(c2ccc(F)cc2)c2ccc(F)cc2)C1C (configuration not stated),-2,2,0.0,2.0,11,44,-20,3
Nn1c(SCC(=O)Nc2ccccc2F)nnc1C1CCCCC1,-1,-9,0.0,x,-3,-10,-7,5
CSc1nc(C)c(C(=O)C[n+]2ccc(C)cc2)cc1C#N,-3,x,0.1,x,x,-21,-11,5
COc1ccc(C(=O)O/N=C(\N)c2ccc(OC)c(OC)c2)cc1,0,26,0.4,-0.1,-23,-12,-2,-8

# Structural class, those above with fluorine
SMILES,ERAP1 inh,esBAF inh,Xi reactivation,E-sel inducer,RAD54 inh,RAD52 inh,S100A4 MyoIIA,ERp5 block
OC(COc1ccc(CNCCc2ccccc2F)cc1)CN1CCCCC1 (configuration not stated),-1,x,-0.1,-2.5,x,12,-27,7
C[C@@H]1CCCCO[C@@H](CN(C)S(=O)(=O)c2ccccc2)[C@@H](C)CN([C@@H](C)CO)C(=O)c2cc(NC(=O)CCC(F)(F)F)ccc2O1,-2,8,-1.2,-0.2,-1,0,1,-2
O=C(c1[nH]c(C(F)(F)F)nc1-c1ccccc1)N1CCc2ccccc2C1,-1,-1,0.0,-1.7,-7,-10,-4,1
O=C(CN(C(=O)Cn1nnc(-c2ccc(F)cc2)n1)c1cccc(F)c1)NC1CCCC1,1,3,0.1,0.0,9,7,-2,0
Cc1ccc(NC(=O)Cc2nc(COC(=O)Cc3cccc(C(F)(F)F)c3)cs2)cc1,-2,x,0.3,0.0,11,-19,-3,12
COc1cc(C(C)=O)ccc1OCC(=O)OC(C)C(=O)c1ccc(F)cc1 (configuration not stated),-1,-5,0.1,x,-17,-13,1,-1
CC1CCCC(NCC(O)COC(c2ccc(F)cc2)c2ccc(F)cc2)C1C (configuration not stated),-2,2,0.0,2.0,11,44,-20,3
Nn1c(SCC(=O)Nc2ccccc2F)nnc1C1CCCCC1,-1,-9,0.0,x,-3,-10,-7,5
